miR122 inh: blocks miR-122 activity in Huh7 sensor cells; Huh7 miR-122 Renilla luciferase sensor, 48 h; neutral wells = 0, positive control = 100; hit rate 0.3% among 340,000; AID 602342; activation (reporter increase), % at 12.5 µM;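 active = mean replicate activation score at least 90 and every replicate individually at or above 90; inconclusive = only one of the two criteria met; inactive = neither criterion met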;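 note: higher luciferase means less miR-122 activity so hits act as miR-122 inhibitors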
FN deposition inh: fibronectin deposition inhibition; AH1F fibroblasts, Alexa488-fibronectin deposition fluorescence, overnight; inhibition, % at 12.6 µM; hit rate 0.086% among 350,000; AID 743247;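 active = mean inhibition across replicates of 30% or more, regardless of how many single replicates reach that level; inconclusive = mean under 30% yet at least half of replicates reach 30%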;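 note: positive control wells lacked labelled fibronectin entirely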
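Material – AH1F fibroblast monolayer, labelled fibronectin deposition · Reagent – labelled fibronectin 24 nM · Timing – 1 h adhesion, overnight exposure · Measured by – fluorescence at 485 nm excitation, 525 nm emission · Read-out – inhibition of fibronectin deposition signal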
Statin myotox sup: suppressors of simvastatin-induced myotoxicity in C2C12 myotubes | AID 602340 | ATP luminescence, 48 h; scaled: DMSO 0, geranylgeraniol control 100 | rescue of ATP level, % at 7.49 µM | hit rate 0.78% among 330,000;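 active = mean ATP rescue above about 67%, or every replicate alone reaching that limit, limit read from the data, passing the limit was not always enough; inconclusive = no clear call, values can overlap the other calls; inactive = mean under the limit and some replicate under it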;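 note: myotubes were challenged with 10 µM simvastatin during compound exposure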
PGC1a acetyl inh: modulators of PGC1a acetylation. U2OS PGC1a acetylation, AlphaScreen anti-acetyl-lysine; with virally co-expressed GCN5 acetyltransferase. inhibition, % at 15.6 µM. hit rate 0.17% among 350,000. AID 651687;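 active = every replicate shows inhibition of at least 40%; inconclusive = mean inhibition at least 40% but some replicate below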;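 note: 0% = neutral control wells and 100% = positive control wells; some results beyond the cut were filed as inactive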
INS-1E GSIS act: primary screen for activators of insulin secretion dependent on glucose, INS-1E cells, GLuc reporter luminescence. INS-1E GLuc reporter insulin secretion, 2-3 h. AID 743287. activation, % at 16.6 µM. hit rate 0.61% among 370,000;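 active = lowest replicate activation of at least 40%, so every replicate reaches that level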;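 note: 0% = median of neutral control wells and 100% = median of IBMX positive control wells; some compounds called inactive have numbers as strong as hits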
PglD DTNB: PglD (C. jejuni) enzyme inhibition. hit rate 0.098% among 360,000. AID 602405. inhibition, % at 12.5 µM. purified PglD enzyme, DTNB colorimetric CoA detection; in the data active = inhibition above about 16%, passing the limit was not always enough; inconclusive = no clear call, values can overlap the other calls; note: strong numbers were not always called active
CFTR F508del cor: CFTR F508del correction in bronchial cells | CFBE cells, YFP halide quenching; stimulated with forskolin plus potentiator P3; % fluorescence drop versus neutral controls | hit rate 0.36% among 350,000 | activity (quench increase), % at 7.58 µM | AID 720511;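 active = mean added fluorescence quench of at least 8% versus neutral control, with both replicates also reaching 8%; inconclusive = only one of the mean or replicate conditions met; inactive = mean below 8% and not both replicates reaching 8%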;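 note: cells transiently co-express mutant CFTR-F508del with the halide-sensitive YFP; corrector assay measuring rescue of mutant channel to the surface after 24 h compound exposure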
Cneo AK release: causes C. neoformans cell lysis; adenylate kinase release luminescence, 4 h; normalised: neutral wells 0, clomiphene wells 100; lysis activity, % at 15 µM; hit rate 0.2% among 360,000; AID 651654;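 active = mean lysis activity across replicates of at least 80%, whatever share of replicates individually reach that level; inactive = mean lysis activity below 80%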
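Material – Cryptococcus neoformans yeast cells · Quantity – 5 × 10^6 yeast cells/mL · Buffer or medium – YPD medium · Compound – single dose · Timing – 4 h static compound exposure, 37 °C, read 1 h post-reagent · Signal – adenylate kinase release luminescence · Read-out basis – lysis from increased AK signal · Benchmarks – Clomiphene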
Active calls of the source: *; ? = inconclusive; . = no result given; & = joins results of further samples; [ ] = dose if it differs, or a comment.

SMILES | miR122 inh | FN deposition inh | Statin myotox sup | PGC1a acetyl inh | INS-1E GSIS act | PglD DTNB | CFTR F508del cor | Cneo AK release
Nc1nonc1-c1nc2ccccc2n1CC(=O)N1CCCCC1 | 1 | . | 38 | 1 | . | 2 | . | 11
COc1cccc(N2CCN(C(=O)CCS(=O)(=O)c3ccc4c(c3)oc(=O)n4C)CC2)c1 | -7 | 2 | 4 | -5 | 2 | 9 | 0.3 | 3
Cc1ccc(CN2CCNC(=O)C2CC(=O)N2CCN(c3ncccn3)CC2)o1 (stereo not drawn) | 5 | . | 9 | -2 | 4 | 0 | -1.4 | 0
COCC(=O)N1CCCCN2[C@@H](CO)[C@@H](c3ccc(-c4ccc(F)cc4)cc3)[C@@H]2C1 | -1[16.7 µM] | . | . | -7 | -2 | -5 | 0.7 | 1
Cc1cc(C(F)F)n2nc(C(=O)Nc3ccc(S(=O)(=O)N4CCCCCC4)cc3)nc2n1 | 27 | . | 15 | -11 | -4 | 2 | . | 2
O=C(CSc1nnc(-c2ccco2)n1Cc1ccccc1)NCc1ccccc1 | -5 | . | 10 | -10 | . | 2 | . | 3
O=C(NCC(=O)N(Cc1cccs1)C(C(=O)NC1CCCCC1)c1ccco1)c1cccs1 (stereo not drawn) | 8 | -2 | . | . | . | 2 | . | -3
CCS(=O)(=O)N[C@@H]1C=C[C@H](CC(=O)NCc2ccc(Cl)cc2)O[C@H]1CO | . | 8 | -2 | -6 | -5 | 0 | 1.0 | 15
CN1C(=O)c2cc(NC(=O)c3ccc(C(F)(F)F)cc3)ccc2OC[C@H]2O[C@H](CC(=O)NCc3ccc4c(c3)OCO4)CC[C@H]21 | -33[16.7 µM] | -9 | -80 | 0 | -5 | . | 2.9 | .
O=C(C1CCCCC1)N1C[C@H](n2cc(C3CC3)nn2)[C@@H](O)C[C@@H]1c1ccccc1 | 2 | 2 | -3 | 3 | -4 | 6 | -0.8 | 0
CCS(=O)(=O)Nc1ccc2c(c1)C(=O)N(C)C[C@@H](OC)[C@@H](C)CN(C(C)=O)[C@H](C)CO2 | -7[16.7 µM] | -2 | 2 | -5 | 8 | -1 | 1.6 | 7
O=C(c1ccc(CN2CCOCC2)cc1)N1CCN(Cc2ccccc2)CC1 | -5 | -5 | 0 | ? | 21 | -3 | . | 0
CN(C)C(=O)c1ccc(-c2ccc3c(c2)[C@H]2[C@H](CCN2S(=O)(=O)c2cn(C)cn2)[C@@H](CO)N3)cc1 | -11[16.7 µM] | -7 | 0 | 2 | 0 | 0 | -0.9 | 5
Cc1ccc(S(=O)(=O)N(C)C[C@@H]2Oc3c(NC(=O)C4CCOCC4)cccc3C(=O)N([C@H](C)CO)C[C@@H]2C)cc1 | 5[16.7 µM] | . | -21 | -4 | 5 | -5 | 0.8 | 6
COc1ccc(NC(=O)N2CCCC(c3nc(-c4ccc(C(C)C)cc4)no3)C2)cc1 (stereo not drawn) | -3 | 1 | 25 | 4 | -26 | 0 | . | 0
CCOC(=O)c1ccc(-c2c(C(=O)OCC)oc3cc(O)c(CC)cc3c2=O)o1 | -1 | -1 | 100* | -12 | . | -8 | . | 3
C[C@@H]1CN([C@@H](C)CO)C(=O)c2cc(NS(=O)(=O)c3cccs3)ccc2O[C@@H](C)CCCCO[C@H]1CN(C)Cc1ccc(C(F)(F)F)cc1 | -9[16.7 µM] | . | 37 | -5 | -24 | -4 | -0.3 | 0
O=C(Nc1ccc(S(=O)(=O)Nc2cnc3ccccc3n2)cc1)c1cc(F)c(F)cc1Cl | 16 | -3 | . | 2 | -19 | 0 | -4.2 | 0
CC(=O)Nc1ccc(S(=O)(=O)N2CCC(N3CCCCC3)CC2)cc1 | . | -6 | 10 | . | 23 | -1 | 0.8 | -11
COc1ccccc1-c1cn(CC[C@@H]2CC[C@@H](NC(=O)C3CCCC3)[C@H](CO)O2)nn1 | . | -7 | . | -6 | -9 | . | 2.2 | .
Cc1ccc(NC(=O)C2(C)CCN2Cc2csc3ccccc23)cc1 (stereo not drawn) | -2 | -7 | 10 | -19 | -26 | -2 | -2.1 | 0
CS(=O)(=O)Nc1ccc2c(c1)[C@H]1C[C@H](CC(=O)N3CCOCC3)O[C@H](CO)[C@H]1O2 | 0[16.7 µM] | -16 | 4 | -29 | 3 | 7 | -3.2 | 2
C[C@H]1CN([C@@H](C)CO)C(=O)c2cc(NC(=O)CCN3CCOCC3)ccc2O[C@@H]1CN(C)C(=O)Nc1ccc(C(F)(F)F)cc1 | -4[16.7 µM] | . | -21 | 8 | -9 | 6 | 2.3 | -1
CS(=O)(=O)CCC(C(=O)OCC(=O)c1ccc(Cl)cc1)N1C(=O)c2ccccc2C1=O (stereo not drawn) | 2 | 3 | . | . | -1 | 6 | 1.0 | -1
Cc1ccccc1NC(=O)c1cccc(S(=O)(=O)N2CCCCC2)c1 | 6 | 5 | -9 | 0 | -4 | 2 | 1.8 | -2
Following part:
SMILES | miR122 inh | FN deposition inh | Statin myotox sup | PGC1a acetyl inh | INS-1E GSIS act | PglD DTNB | CFTR F508del cor | Cneo AK release
COCCNC(=O)c1onc(CSc2ccc(F)cc2)c1C(=O)NCCOC | 1 | -8 | 11 | -1 | -1 | 1 | 0.4 | 0
Cc1cc(/C=C2\C(=N)N3N=C(CC(=O)N4CCOCC4)SC3=NC2=O)c(C)n1Cc1ccccc1 | -7 | 4 | . | 2 | -7 | 3 | 1.9 | 1
CC(O)CNC1c2ccccc2CC1O (stereo not drawn) | -4 | -1 | 3 | -10 | -1 | -3 | 1.7 | 0
C[C@@H]1CCCCO[C@@H](CN(C)C(=O)CCCN(C)C)[C@@H](C)CN([C@H](C)CO)C(=O)c2cc(N(C)C)ccc2O1 | -4[16.7 µM] | -5 | -30&3 | -2&0&13 | 41&9 | 1&2&2 | -0.5&3.1&-1.0 | 62&-4&-1
CCN1[C@@H]2c3cccc(=O)n3C[C@@H]2[C@@H](CO)[C@@H]1C(=O)N1CCc2ccccc2C1 | 4[16.7 µM] | . | -4 | -3 | 2 | 0 | -0.8 | -1
CS(=O)(=O)Nc1ccc2c(c1)[C@H]1C[C@@H](CC(=O)NCCc3ccccc3)O[C@@H](CO)[C@H]1O2 | 3[16.7 µM] | -6 | 3 | 1 | 0 | 1 | -0.3 | -3
Cc1ccc(CSC2=Nc3ccccc3C3=NC(CCC(=O)NCc4ccco4)C(=O)N23)cc1 (stereo not drawn) | 2 | -10 | 14 | 2 | -27 | -2 | . | -1
CNC(=O)Nc1ccc(S(N)(=O)=O)cc1 | . | -8 | -6 | . | 14 | -2 | 0.5 | 2
CCc1ccc(/C(C)=N/Nc2cc(Cl)nc(C)n2)cc1 | 2 | . | . | 4 | -19 | -4 | . | -2
O=C(NNc1ccccc1[N+](=O)[O-])Nc1ccccc1 | -2 | . | 43 | 13 | -6 | . | 0.5 | .
CC(=O)N1CCc2nc3ccccc3cc21 | -2 | -6 | 9 | 3 | 2 | 0 | 0.6 | 0
NC(=O)CC(NC(=O)Cc1cccc2ccccc12)c1ccc(NC2CCC2)c([N+](=O)[O-])c1 (stereo not drawn) | -14 | -3 | 17 | . | 3 | -2 | -3.8 | -6
O=C(COc1ccc2ccccc2c1)NNC(=O)Nc1ccc(F)cc1F | . | . | . | 4 | 6 | -1 | 1.1 | -3
N#Cc1ccccc1CN1C(=O)NC(Cc2c[nH]c3ccccc23)C1=O (stereo not drawn) | 6 | . | -4 | -8 | -12 | -2 | -5.5 | 0
CC(C)CCN1C(N(C)C)=NC[C@@H]1C | -1 | 0 | 1 | -6 | 14 | -4 | 2.8 | 2
Cc1ccc(/C(O)=C/C(=O)C(=O)NNC(=O)C(O)(c2ccccc2)c2ccccc2)cc1 | . | . | -8 | 0 | . | 4 | . | 0
O=C(Nc1ccc(F)cc1)N1CC(=O)N2[C@H](CO)[C@@H](c3ccc(C#Cc4ccc(F)cc4)cc3)[C@@H]2C1 | . | 1 | . | -10 | -20 | . | -1.9 | .
Cc1cccc(N2C(=O)CN(Cc3ccccc3)C2=S)c1 | -2 | 6 | 0 | 3 | -3 | 8 | 4.4 | -6
O=C(C1CC1)N1CCc2cc(Br)cc(S(=O)(=O)NCCN3CCOCC3)c21 | 36 | -10 | 13 | 0 | . | 2 | . | -5
CN1[C@H](C(=O)N2CCc3ccccc3C2)[C@@H](CO)[C@@H]2Cn3c(ccc(-c4cncnc4)c3=O)[C@@H]21 | -1[16.7 µM] | . | -4 | . | 16 | 3 | -3.3 | -3
CCOC(=O)c1c(C)nc2c(C)cccn12 | -6 | . | -1 | 5 | . | -3 | . | 1
COc1ccc(-c2cc(C(F)(F)F)nc(SCC(=O)NCc3ccco3)n2)cc1OC | -4 | . | -1 | -11 | . | -3 | . | 0
O=C(c1cccc(F)c1)N1CCCCN2[C@H](C1)[C@H](c1ccc(-c3ccncc3)cc1)[C@@H]2CO | 4[16.7 µM] | . | . | 3 | 1 | -3 | 0.5 | -3
O=C(N/N=C/c1ccc(Cl)cc1)c1ccc2nc[nH]c2c1 | 12 | . | -18 | 3 | 4 | -5 | -1.3 | -3
CC(C)N(CC#CCC1(O)c2ccccc2-c2ccccc21)CCO | 3 | . | 27 | 5 | 12 | 2 | -2.2 | 3
New compounds follow.
SMILES | miR122 inh | FN deposition inh | Statin myotox sup | PGC1a acetyl inh | INS-1E GSIS act | PglD DTNB | CFTR F508del cor | Cneo AK release
O=C1C2C3C=CC(CC3)C2C(=O)N1c1ccccc1 (stereo not drawn) | -5 | 1 | -7 | . | 10 | 1 | -0.9 | -2
O=C(c1ccccc1O)N1CCOCC1 | 1 | -2 | 6 | -16 | -7 | 3 | -2.8 | 3
Cc1cc(C)nc(Nc2n[nH]c(-c3ccc(C(C)(C)C)cc3)n2)n1 | 2 | -9 | -11 | -1 | -5 | 10 | 3.7 | -6
CN(c1ccccc1)S(=O)(=O)c1ccc(C(=O)NCC(c2ccco2)N2CCCCC2)cc1 (stereo not drawn) | -7 | 1 | 12 | 1 | . | 1 | -0.6 | 1
O=C1C=C(N2CCCCCC2)C(=O)N1c1ccc(Cl)cc1 | 1 | -1 | -4 | 4 | -9 | 1 | 1.1 | -6
COc1ccccc1OCCOc1ccc(/C=C2\C(=N)N3N=C(C)SC3=NC2=O)cc1 | . | -2 | -16 | . | -23 | 5 | -1.3 | -1
COc1cccc(C(=O)Nc2ccc3c(c2)OC[C@H](C)N(CCc2ccccc2)C[C@@H](C)[C@H](OC)CN(C)C3=O)c1 | . | 13 | 35 | -8 | -16 | 3 | 0.4 | -7
CC(C)(C)NC(=O)NC(=O)COC(=O)c1cccc(F)c1 | -2 | 5 | 2 | 5 | -8 | 2 | 0.5 | 2
COc1ccc(NC(=O)N(C)C[C@H]2Oc3ccc(NC(=O)Nc4c(C)noc4C)cc3C(=O)N([C@H](C)CO)C[C@H]2C)cc1 | -21 | 4 | 12 | . | 22&-8 | 10 | 1.0 | 2

Compound profiles, from the list above. Order of values: miR122 inh | FN deposition inh | Statin myotox sup | PGC1a acetyl inh | INS-1E GSIS act | PglD DTNB | CFTR F508del cor | Cneo AK release
COc1ccccc1OCCOc1ccc(/C=C2\C(=N)N3N=C(C)SC3=NC2=O)cc1 is listed as . | -2 | -16 | . | -23 | 5 | -1.3 | -1
CN(c1ccccc1)S(=O)(=O)c1ccc(C(=O)NCC(c2ccco2)N2CCCCC2)cc1 (stereo not drawn) is listed as -7 | 1 | 12 | 1 | . | 1 | -0.6 | 1

Bioassay records from PubChem BioAssay.
